Shiga toxin inh: A qHTS for Small Molecule Inhibitors of Shiga Toxin. Vero cells, Shiga toxin protein synthesis inhibition reporter. inhibition, % at 38.7 µM. 9.2% of 290,000 active; in the data active = inhibition mostly above about 28%, no sharp cut-off; inactive = mostly below about 43%; note: 0% is about no effect
AmpC no deterg: qHTS Inhibitors of AmpC Beta-Lactamase (assay without detergent); P00811; Potency, µM (highest dose often 57.1 µM), without a hit: at the highest dose activity change, negative = inhibition, actives largely listed as inhibitors; AmpC nitrocefin hydrolysis, absorbance 480 nm, 0.0001% Triton; 0.52% of 330,000 active;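 note: potency is the fitted concentration of half-maximal effect; plate controls were no compound for no effect and no enzyme for full effect; nearly all actives have a fitted effect of over 20% in size; some results filed as inactive show a strong effect at the top dose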
Target sequence (P00811 whole entry, looked up): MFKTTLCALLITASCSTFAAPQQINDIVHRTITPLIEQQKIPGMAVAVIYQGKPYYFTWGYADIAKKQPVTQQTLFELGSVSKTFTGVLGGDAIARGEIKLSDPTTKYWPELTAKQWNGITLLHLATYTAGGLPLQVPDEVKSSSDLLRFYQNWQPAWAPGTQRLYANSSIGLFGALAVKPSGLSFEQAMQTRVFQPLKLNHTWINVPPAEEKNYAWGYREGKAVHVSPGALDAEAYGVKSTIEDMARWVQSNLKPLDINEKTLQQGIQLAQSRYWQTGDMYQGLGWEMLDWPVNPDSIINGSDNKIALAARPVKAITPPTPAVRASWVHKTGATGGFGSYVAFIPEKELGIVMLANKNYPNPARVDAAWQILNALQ
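AmpC (5.3 nM in the dispensed reagent) in 20 mM phosphate pH 7.0 with 0.01% (detergent screen) or 0.0001% Triton X-100 was preincubated with compounds for 15 min at room temperature. Nitrocefin was then added from an 800 uM solution, and hydrolysis was followed at 480 nm.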
Cycloheximide cs: Cycloheximide Counterscreen for Small Molecule Inhibitors of Shiga Toxin | cell reporter, cycloheximide protein synthesis inhibition counterscreen | max response, % | 12% of 300,000 active; in the data active = max response mostly above about 13%, no sharp cut-off; inactive = mostly below about 14%; note: read at 38.3 µM for the half of the compounds with a filed dose; 0% is about no effect
FBPA Giardia inh: qHTS Assay for Inhibitors of Fructose-1,6-bisphosphate Aldolase from Giardia Lamblia. purified Giardia FBPA. AID 2451, 2010. 0.71% of 290,000 active. Potency, µM (series often up to 59.6 µM), for the others: at the top dose activity, negative = inhibition, hits mostly inhibitors; note: potency is the fitted concentration of half-maximal effect; % is set by controls: 0 for no effect and ±100 for the full control effect; nearly all actives have a fitted effect of over 55% in size
Target sequence (A8B2U2 whole entry, looked up): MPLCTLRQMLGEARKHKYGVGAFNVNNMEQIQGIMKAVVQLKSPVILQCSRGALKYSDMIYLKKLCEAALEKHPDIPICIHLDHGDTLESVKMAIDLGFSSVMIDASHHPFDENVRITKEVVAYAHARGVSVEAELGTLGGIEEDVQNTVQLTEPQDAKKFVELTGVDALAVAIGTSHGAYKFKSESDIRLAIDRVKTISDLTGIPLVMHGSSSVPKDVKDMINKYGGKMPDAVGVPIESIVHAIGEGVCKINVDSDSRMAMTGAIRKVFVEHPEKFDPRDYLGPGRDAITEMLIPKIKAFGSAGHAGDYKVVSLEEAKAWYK
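Giardia FBPA (40 nM reagent) was preincubated 10 min at RT with compound (up to 57.5 uM final), then substrate plus GAPDH/TPI/NAD/arsenate coupling system with diaphorase/resazurin was added; resorufin fluorescence (525/598 nm) was read after 20 min.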
AmpC detergent: qHTS Inhibitors of AmpC Beta-Lactamase (assay with detergent) | P00811 | AmpC hydrolysis of nitrocefin, absorbance 480 nm, 0.01% Triton | Potency, µM (titrated, usually from 114 µM), inactives show top-dose activity change, negative = inhibition, most hits filed as inhibitors | 0.041% of 370,000 active;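 note: potency is the fitted concentration of half-maximal effect; 0% = no-compound wells and -100% = no-enzyme wells; nearly all actives have a fitted effect of over 25% in size; some results filed as inactive show a strong effect at the top dose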
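AmpC (5.3 nM in the dispensed reagent) in 20 mM phosphate pH 7.0 with 0.01% (detergent screen) or 0.0001% Triton X-100 was preincubated with compounds for 15 min at room temperature. Nitrocefin was then added from an 800 uM solution, and hydrolysis was followed at 480 nm.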
AMA1-RON2 inh: qHTS for Inhibitors of AMA1-RON; Towards Development of Antimalarial Drug Lead: Primary Screen; Plasmodium falciparum AMA1 (3D7) - RON2 peptide interaction; AlphaScreen AMA1-biotinylated RON2 peptide binding; Potency, µM (highest dose often 58.2 µM), inactives show top-dose activity change, negative = inhibition, hits mostly inhibitors; 0.2% of 360,000 active; AID 720542, 2013;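 note: potency is the fitted concentration of half-maximal effect; 0% = vehicle wells and -100% = peptide control; nearly all actives have a fitted effect of over 45% in size; some results filed as inactive show a strong effect at the top dose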
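AMA1 (3D7) with his tag at 25 nM final met compounds first, then biotinylated RON2 peptide at 25 nM; detection used donor plus acceptor beads, 10 µg/mL apiece, read by AlphaScreen after 30 min at room temperature.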
HCMV antiviral: qHTS Assay for inhibitors of the human cytomegalovirus (HCMV); AID 1259415, 2018; activity change, negative = inhibition, % at 57.5 µM; 4.5% of 410,000 active; HFF cells, HCMV-luciferase reporter, 72 h; hits give low values; in the data active = activity change below about -60%; inconclusive = no clear call, values can overlap the other calls; inactive = above about -39%; note: % is set by controls: 0 for no effect and ±100 for the full control effect
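Cell-based, HFFs, 1000 cells/well, 16 h 37C; cpds in DMSO + HCMV-luc, MOI 1 PFU/cell; 72 h 37C; OneGlo luminescence after 5 min RT; norm. to buffer vs Salinomycin 10uM.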
An asterisk follows results filed as active; ? = inconclusive; nt = no result given; & = joins results of further samples; [ ] = remark or other dose. Unless noted, calls come from the whole dose curve; as a rule, active = well fitted curve in the direction sought with a large enough effect; inconclusive = small, poorly fitted or top-dose-only effect, or another doubt; inactive = no such curve, though single readings can be large; an effect the other way counts as inactive or inconclusive.

Preview (4 entries):
SMILES	Shiga toxin inh	AmpC no deterg	Cycloheximide cs	FBPA Giardia inh	AmpC detergent	AMA1-RON2 inh	HCMV antiviral
Cc1ccc(N2C(=O)C(F)(F)C2c2ccccc2)cc1 (stereo not given)	26	-14%	-1	3%	0%	42%[activator]	-33
CCc1cc2c(=O)c(-c3nc4ccccc4n3C)c(C)oc2c(CN2CCCCC2)c1O	-8	-11%	-3	6%	1%	10%	0
CC(=O)N[C@@H](CS)C(=O)O	-12	-23%	-3	-3%&1%	-10%	16%	57
Cc1ccc2nc(-c3cccnc3)cc(C(=O)N3CCN(c4ccc([N+](=O)[O-])cc4)CC3)c2c1	-21	-4%	-3	-3%	?	-11%	-33

Main list, repeating the preview:
SMILES	Shiga toxin inh	AmpC no deterg	Cycloheximide cs	FBPA Giardia inh	AmpC detergent	AMA1-RON2 inh	HCMV antiviral
Cc1ccc(N2C(=O)C(F)(F)C2c2ccccc2)cc1 (stereo not given)	26	-14%	-1	3%	0%	42%[activator]	-33
CCc1cc2c(=O)c(-c3nc4ccccc4n3C)c(C)oc2c(CN2CCCCC2)c1O	-8	-11%	-3	6%	1%	10%	0
CC(=O)N[C@@H](CS)C(=O)O	-12	-23%	-3	-3%&1%	-10%	16%	57
Cc1ccc2nc(-c3cccnc3)cc(C(=O)N3CCN(c4ccc([N+](=O)[O-])cc4)CC3)c2c1	-21	-4%	-3	-3%	?	-11%	-33
Cc1ccc(C)c(N2CCN(C(=O)COc3cc(=O)n(C)c4ccccc34)CC2)c1	6	47%	16	-10%	-7%	6%	-24
COc1ccc(OC)c(/C=N/NC(=O)C(O)c2ccccc2)c1 (stereo not given)	-3	-6%	-3	11%	-1%	-13%	22
CCOC(=O)c1c(-c2ccccc2)oc2ccc(O)cc12	nt	-26%	-4	0%	?	4%	-1
O=C(CS(=O)(=O)Cc1ccccc1)N1CCc2ccccc2C1	40	-18%	16*	-17%	2%	-7%	0
O=C(CNC(=O)OCc1ccccc1)NCC(=O)Nc1ccc(Br)cc1C(=O)c1ccccc1	2	-5%	-3	-9%	?	-6%	-34
CC(=O)NC1C(=O)N(CCc2ccccc2)c2ccccc21 (stereo not given)	-16	83%[activator]	-1	5%	-8%	31%[activator]	14
CC(C)CNS(=O)(=O)c1ccc(C(=O)Nc2ccc3c(c2)OCCO3)cc1	97*	-16%	54*	-5%	2%	1%	-17
CNC(=O)COC(=O)c1ccc([N+](=O)[O-])cc1Cl	-3	-9%	-2	0%	-7%	13%	7
CN(c1c(C#N)c(C(F)(F)F)nn1C)N(S(C)(=O)=O)S(C)(=O)=O	-1	-3%	-5	-2%	?	24%	-32
CCOC(=O)c1ccc(NC(=O)C2C3C=CC(C3)C2C(=O)O)cc1 (stereo not given)	23	-28%	14	7%	-2%	0%	35
O=C(CSc1nc2ccccc2c(=O)[nH]1)c1ccc(O)c(O)c1	-4	-26%	-3	?	-10%	-8%	21
CC1=C(C(=O)Nc2ccccc2)C(c2ccccn2)n2ncnc2N1 (stereo not given)	-16	nt	-1	5%	-2%	-5%	-24
COc1ccc(N2CCN(C(=O)c3ccc4c(c3)CCN4S(C)(=O)=O)CC2)cc1	nt	nt	nt	nt	8%	-9%	-1&-22
C#CCNC(=O)C1=C[C@H](c2ccc(C(F)(F)F)cc2)[C@@H](CCCO)[C@H](OCC)O1	-8	111%[activator]	1	5%	6%	0%	-14
CCn1c(SCC#N)nc2c(c1=O)C1(CCCC1)Cc1ccccc1-2	-20	1%	-1	7%	-12%	-7%	-37
CC(C)CN(C(=O)COC(=O)CSc1ccccc1)c1c(N)n(Cc2ccccc2)c(=O)[nH]c1=O	nt	-16%	nt	nt	?	-15%	-16
Cc1noc(C)c1COC(=O)CCCc1nc2ccccc2s1	-8	2%	-3	-1%	-9%	-13%	-24
Cn1nnnc1SCC(=O)c1ccco1	-6	-12%	19	-8%	-3%	-9%	44
O=S1OC(c2ccccc2)c2cc(Cl)ccc21 (stereo not given)	nt	-14%	nt	nt	0%	-4%	-8
COc1cc(NC2=Nc3cccc4cccc2c34)cc(OC)c1OC	7	26%	2	-10%	4%	?	8
C[C@@H]1CC=C[C@H]2[C@H]1C(=O)N(Cc1ccccc1)[C@H]2c1ccc2ccccc2c1	-3	-10%	-3	-1%	2%	1%	-36

(cont.)
SMILES	Shiga toxin inh	AmpC no deterg	Cycloheximide cs	FBPA Giardia inh	AmpC detergent	AMA1-RON2 inh	HCMV antiviral
CN(C)S(=O)(=O)c1ccc(C(=O)NCC(=O)Nc2ccc(F)c(F)c2)cc1	5	-16%	-3	0%	-1%	-11%	24
COc1cc(OC)cc(C(=O)NNC(=O)CN2C(=O)NC(C)(c3ccccc3)C2=O)c1 (stereo not given)	nt	-16%	nt	nt	0%	3%	1
COc1ccc(N(C(=O)c2ccc(F)cc2)C2=CC3CCC(C2)N3C)cc1 (stereo not given)	-20	-43%	0	-5%	2%	10%	?
C/C(=N\NC(=O)c1cc(C)oc1C)c1ccc2c(c1)OCO2	122*	-22%	48*	-4%	0%	4%	55
CCOCCCN1CC(C(=O)NCc2ccc3c(c2)OCO3)CC1=O (stereo not given)	-10	-24%	-6	0%	-4%	4%	19
Cc1ccc(C)c(S(=O)(=O)N2CCN(C(=O)CCC(=O)NCc3ccc(Cl)cc3)CC2)c1	nt	250%[activator]	nt	nt	0%	12%	70
CCC(C)Oc1cc(-c2ccnc(Nc3cccc(Cl)c3)n2)ccn1 (stereo not given)	19	3%	4	3%	-4%	32%[activator]	-86*
Cc1ccc(-n2nc(C)c3c(-c4cccs4)c(C#N)c(N)nc32)cc1	4	?	22	-8%	2%	4%	45
CCC/C(C#CCCN1C(=O)c2ccccc2C1=O)=C1/c2ccccc2C(=O)N1c1ccccc1	nt	-8%	nt	nt	nt	-5%	3
COc1ccccc1CNC(=O)C1CCCN(S(=O)(=O)c2c(C)[nH]c(=O)[nH]c2=O)C1 (stereo not given)	-6	-4%	-1	-2%	-19%	-1%	-34
COc1ccc(-[n+]2c(-c3ccccc3)cc(-c3ccccc3)cc2-c2ccccc2)cc1	nt	15%	nt	nt	-6%	5%	-97*
CCN1CCN(c2ccc(NC(=O)c3ccc(Cl)c(S(=O)(=O)N4CCCC4)c3)cc2)CC1	nt	33%	nt	nt	-8%	-7%	-22
N=C1/C(=C\c2ccc(Br)o2)C(=O)N=C2SC(CC(=O)N3CCCCC3)=NN12	1	-25%	-5	-10%	-7%	-2%	12
O=C(CN1C(=O)COc2ccccc21)c1cccc(Cl)c1	-7	-17%	-6	4%	?	0%	-8
Cc1nc(C)c(/C(O)=C\c2nc3ccc([N+](=O)[O-])cc3oc2=O)o1	20	-15%	10	?	-8%	52%[activator]	16
COc1ccc(-c2ccc(-c3nnc(-c4ccncc4)o3)cc2)cc1	-5	-6%	-3	5%	-12%	nt	nt
O=C(Nc1ccc(F)cc1F)N1CCCCCC1	23	-16%	27*	5%	?	0%	-5
O=C(Nc1cccnc1)Nc1ccc(F)c(Cl)c1	26	-40%	15*	3%	3%	-2%	-6
O=C(c1ccc2c(c1)N(Cc1ccc(F)cc1)CCS2)N1CCC2(CC1)OCCO2	-7	104%[activator]	-3	-3%	-6%	0%	?
O=C(COc1ccccc1)N1CCN=C1SCc1ccccc1F	1	-9%	-2	-1%	4%	8%	-23
C=CCOc1nc(-c2ccncc2)nc2ccccc12	-14	21%	3	7%	?	-3%	21
CCOc1ccc(N2C(=O)CC(Sc3n[nH]c(-c4ccccc4)n3)C2=O)cc1 (stereo not given)	7	-30%	-3	-24%	-3%	57%[activator]	-37
Cc1ccc(C)c(CN2C(=O)COc3ccc(C(=O)c4ccccc4C(=O)O)cc32)c1	19	-9%	1	?	-12%	15%	-17
CCc1nnc(NC(=O)C2CC(=O)N(CCc3ccc(F)cc3)C2)s1 (stereo not given)	1	-3%	-5	2%	3%	2%	-64*
CC1CCc2nc(NC(=O)Nc3ccc4c(c3)OCO4)sc2C1 (stereo not given)	91*	-10%	45*	17%	-13%	-13%	22

Carrying on.
SMILES	Shiga toxin inh	AmpC no deterg	Cycloheximide cs	FBPA Giardia inh	AmpC detergent	AMA1-RON2 inh	HCMV antiviral
CC1=NN(c2ccccc2)C(=O)/C1=C/c1c(O)n(-c2ccc(F)cc2)[nH]c1=O	-7	-26%	24*	5%	-11%	0%	-7
COc1ccc(CN(C)S(=O)(=O)c2nnc(NC(=O)c3ccccc3Br)s2)cc1	-2	-49%	-3	-27%	-1%	-4%	-6
O=C(CN1CCN(S(=O)(=O)c2ccccc2F)CC1)NCC1(N2CCOCC2)CCCCC1	nt	126%[activator]	nt	nt	-9%	12%	-11
C=CCS/C(=N\n1cnc2ccccc2c1=O)N(CC)CC	15	0%	8	0%	-13%	3%	96
CCCNC(=S)NC1CC2CCCC(C1)N2Cc1ccc(F)cc1 (stereo not given)	-8	-14%	-7	?	6%	-2%	60
COc1ccc(CC(=O)OCC(=O)NC(=O)NC2CCCC2)cc1	nt	8%	nt	nt	9%	7%	-7
O=C(COC(=O)c1ccc(S(=O)(=O)N2CCCC2)cc1)Nc1cccc(F)c1	nt	-25%	nt	nt	-12%	0%	3
COCc1cc(C)n(CC(=O)N/N=C/c2ccc(-c3ccc(Cl)c(C(=O)O)c3)o2)c(=O)c1C#N	25	-41%	6	-27%	-8%	61%[activator]	-2
CC1Oc2ccccc2OC1(O)c1ccc2ccccc2n1 (stereo not given)	4	-18%	7	-1%	-7%	4%	-11
CCn1c(SCC(=O)NC2CC2)nnc1-c1csc(C)c1	4	-12%	-2	nt	-4%	-1%	44
CC(C)c1ccc(NC(=O)CN(Cc2ccccc2)S(C)(=O)=O)cc1	-6	7%	-2	-1%	1%	0%	14
O=C1C2C3c4ccccc4C(c4ccccc43)[C@@H]2C(=O)N1c1ccccn1 (stereo not given in full)	1	27%	0	7%	-10%	0%	-25
CC1CCCC(C)N1C(=O)Cn1cnc2cc([N+](=O)[O-])ccc2c1=O (stereo not given)	-5	-16%	1	-1%	0%	5%	0
NC(C(=O)O)c1cc(=O)[nH]o1 (stereo not given)	nt	0%	nt	1%	?	13%	79
O=C(CCC1CCCN(C(=O)C2=CCCC2)C1)N1CCN(c2ccccn2)CC1 (stereo not given)	1	-38%	1	-5%	-8%	-1%	?
CC(Nc1ccc2c(c1)OCCO2)C(=O)Nc1ccc2c(c1)OCO2 (stereo not given)	36	-8%	18	1%	-1%	-10%	-7
O=S(=O)(Nc1ccc(-n2cccc2)cc1)c1ccc(Cl)cc1Cl	12	?	-3	-8%	2%	-20%	33
Cn1nnnc1SCC(=O)Nc1ccc(Cl)c(S(=O)(=O)N2CCOCC2)c1	-7	-13%	-3	2%	1%	-3%	-6

Screening results (PubChem BioAssay)
